Screening data deposited in PubChem by Sanford-Burnham Center for Chemical Genomics.
SUMO1-SIM PPI = SUMO1-SIM interaction modulation | P63165 | SUMO1 binding to a labelled peptide, TR-FRET, 1 h | inhibition, % at 20 µM | 360,000 tested, 0.33% active | AID 602429; in the data active means inhibition above about 37%
MT1-MMP act inh = inhibitors of human MT1-MMP activation; P50281; HT1080 RFP-PRO-GFP cells, GFP/RFP ratio fluorescence, overnight; percent of plate control window, DMSO zero; GFP/RFP ratio change, % at 20 µM; 360,000 tested, 0.061% active; AID 651647;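 active means GFP/RFP ratio change of at least 30% with cell ATP level not reduced by more than half and red fluorescence within 50% of control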; further: strong numbers were not always called active
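Material – HT1080 RFP-PRO-GFP cells · Control set – DMSO wells and RFP-L50D-GFP cells · Incubation – overnight cell settling, then overnight compound exposure, 37 °C, 5% CO2 · Compound dosing – single-point 20 µM compound, 1% DMSO · Read-out – GFP/RFP fluorescence ratio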
SKN-1 block = C. elegans SKN-1 inhibition | inhibition, % at 21.8 µM | AID 624304 | C. elegans VP596 Pgst-4::GFP/RFP ratio, acrylamide-induced, 24 h | 360,000 tested, 0.49% active;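 active means interference check ratio from 0.5 to 1.5 plus GFP to RFP signal ratio inhibition reaching or exceeding a fixed threshold, cut at about 30% in these data, passing the limit was not always enough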; further: some compounds called inactive have numbers as strong as hits
Scp1 inh = blocks human Scp-1 phosphatase activity; Recombinant Scp1, phosphopeptide, malachite green phosphate absorbance; 340,000 tested, 0.88% active; inhibition, % at 20 µM; Q9GZU7;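 active means inhibition above about 50% at 20 µM, limit read from the data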;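 further: plate controls were DMSO wells with enzyme for no effect and wells lacking enzyme for full effect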
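assay system = SCP-1 phosphatase catalytic domain, residues 76-261 | buffer or medium = 50 mM Tris acetate pH 5.5, 0.005% Tween-20, 10 mM MgCl2 | incubation = enzyme reaction 45 min at room temperature, colour 5 min, stabilisation 30 min | signal = Phosphate-binding colour reagent, absorbance read at 630 nm | measure = % inhibition at 20 µM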
NadD inh = blocks S. aureus nicotinate mononucleotide adenylyltransferase; purified NadD enzyme, colorimetric absorbance read-out; inhibition, % at 20 µM; 360,000 tested, 0.78% active; AID 602399; in the data active means inhibition above about 26%; further: some compounds past the cut are filed as inactive
LMPTP inh = blocks human LMPTP phosphatase; 360,000 tested, 0.22% active; inhibition, % at 20 µM; recombinant LMPTP-A, OMFP fluorogenic substrate, fluorescence intensity;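 active means compounds that cut the enzyme signal by at least half of the control window in the single-dose screen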;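 further: plate controls were DMSO wells with enzyme plus substrate for no effect and substrate without enzyme for full effect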
Target sequence (P24666 whole entry, looked up): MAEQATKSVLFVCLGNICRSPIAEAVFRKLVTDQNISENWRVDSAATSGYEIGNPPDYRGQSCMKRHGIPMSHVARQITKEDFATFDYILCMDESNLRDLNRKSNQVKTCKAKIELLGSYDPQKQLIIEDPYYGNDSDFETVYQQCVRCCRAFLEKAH
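Assay system: LMPTP-A, protein tyrosine phosphatase of low molecular weight / Medium: pH 6.0 Bis-Tris buffer with DTT and Triton X-100 / Schedule: 50 min enzyme reaction at room temperature, protected from light / Measured by: endpoint fluorescence intensity from OMFP dephosphorylation / Read-out basis: % inhibition relative to no-enzyme and uninhibited control wells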
STEP block = blocks human striatal-enriched tyrosine phosphatase; inhibition, % at 20 µM; 360,000 tested, 0.25% active; recombinant STEP, OMFP fluorogenic substrate, fluorescence;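 active means inhibition at 20 µM, scaled per plate between control wells, above about 37%, limit read from the data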;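 further: 0% = DMSO with enzyme and substrate and 100% = substrate only without enzyme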
Target sequence (P54829 whole entry, looked up): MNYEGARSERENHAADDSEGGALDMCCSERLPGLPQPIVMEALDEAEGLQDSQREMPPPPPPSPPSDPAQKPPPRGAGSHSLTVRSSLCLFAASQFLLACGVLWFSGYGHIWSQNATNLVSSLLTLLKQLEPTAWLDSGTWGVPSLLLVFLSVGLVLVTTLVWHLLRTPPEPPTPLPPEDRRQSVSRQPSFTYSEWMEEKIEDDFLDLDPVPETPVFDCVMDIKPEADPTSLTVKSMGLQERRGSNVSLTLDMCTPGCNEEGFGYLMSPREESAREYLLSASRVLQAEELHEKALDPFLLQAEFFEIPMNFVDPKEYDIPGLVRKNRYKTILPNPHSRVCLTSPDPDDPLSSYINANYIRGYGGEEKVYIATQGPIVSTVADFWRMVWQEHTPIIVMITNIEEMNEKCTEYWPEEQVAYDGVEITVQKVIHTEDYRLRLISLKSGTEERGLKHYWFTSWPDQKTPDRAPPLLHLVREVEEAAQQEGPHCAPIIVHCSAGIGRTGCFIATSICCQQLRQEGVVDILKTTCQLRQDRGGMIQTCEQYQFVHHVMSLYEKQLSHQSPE
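System: isolated STEP enzyme; schedule: 20 min enzyme reaction at room temperature, protected from light; medium: Bis-Tris buffer pH 6.0, 2.5 mM DTT, 0.005% Tween 20; signal: fluorescence, 480/540 nm; dosing: single compound dose of 20 µM, 1% DMSO final; also added: OMFP substrate, 25 µM final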
Rpn11 inh = Rpn11 (human) deubiquitinase inhibition; O00487; human 26S proteasome, Ub4-pepOG fluorescence polarization; 20S core pre-blocked with epoxomicin; calls only at 20 µM; 360,000 tested, 0.59% active; AID 588493;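 active means inhibition at 20 µM, scaled to each plate's controls, above about 33%, limit read from the data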
Target sequence (O00487 whole entry, looked up): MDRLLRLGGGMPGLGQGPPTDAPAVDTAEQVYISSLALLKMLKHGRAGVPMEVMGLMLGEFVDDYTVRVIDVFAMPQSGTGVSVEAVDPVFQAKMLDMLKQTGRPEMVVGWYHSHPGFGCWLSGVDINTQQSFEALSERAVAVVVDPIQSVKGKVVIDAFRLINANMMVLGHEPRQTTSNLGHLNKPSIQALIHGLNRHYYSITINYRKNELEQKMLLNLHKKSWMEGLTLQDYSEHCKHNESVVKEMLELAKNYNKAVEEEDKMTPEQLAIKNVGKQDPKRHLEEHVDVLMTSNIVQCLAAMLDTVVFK
DNMT1 block = DNMT1 (human) enzyme inhibition; P26358; DNMT1 molecular beacon, Hinp1I cleavage, fluorescence; inhibition (reported as % activation of signal), % at 10 µM; 360,000 tested, 0.83% active; in the data active means inhibition above about 50%
NRP1-CendR mod = alters CendR peptide binding to human NRP-1 | O14786 | FAM-RPARPAR peptide binding to NRP-1, fluorescence polarization | inhibition, % at 25 µM | 360,000 tested, 0.85% active | AID 602438;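 active means inhibition or corrected inhibition above about 18%, plus a signal ratio from 0.5 to 1.5, limit read from the data, passing the limit was not always enough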; further: strong numbers were not always called active
Numbers without * were called inactive; i = inactive; · = no result given.

SMILES	SUMO1-SIM PPI	MT1-MMP act inh	SKN-1 block	Scp1 inh	NadD inh	LMPTP inh	STEP block	Rpn11 inh	DNMT1 block	NRP1-CendR mod
COc1ccc(S(=O)(=O)N(CCc2ccccc2)CC(=O)N/N=C/c2ccc3c(c2)OCO3)cc1	13	-9	6	-3	0	3.3	0	i	-10	-4
COc1ccc(CNC(=O)c2cc(C(C)=O)c[nH]2)cc1	2	2	-4	17	-3	-0.8	-1	i	1	8
Cc1ccc(CNC(=O)Cc2nc3nc(C)cc(C)n3n2)cc1	-1	6	4	-4	0	-2.8	-2	i	2	-15
CCc1ccc(NC(=O)CCn2ccnc2C)cc1	-1	3	14	-9	1	0.0	-2	i	1	7
O=C(Nc1nnc([C@@H]2C[C@H](O)[C@@H](CO)O2)s1)NC1CCCCC1	-3	-1	17	·	-1	-1.0	2	i	3	-4
CCCc1nc2n[nH]c(N)c2c2c1COC(C)(C)C2	-5	6	21	-7	-5	-2.0	-3	i	-2	-10
C/C(=N\Nc1nc(N2CCOCC2)nc(N2CCOCC2)n1)c1cccs1	1	-11	10	-7	1	1.5	3	i	4	-1
Oc1cc(O)c2c(c1)O[C@H](c1ccc(O)c(O)c1)[C@H](O)C2	-1	0	-4	-5	-1	-2.6	-1	i	9	18
CC(=O)Oc1cccc(Nc2ncnc3ccccc23)c1	3	-1	-3	-6	-5	0.5	0	i	-3	-1
CC(C)c1onc(C(=O)Nc2cccc(O)c2)c1[N+](=O)[O-]	-10	1	15	1	-5	-0.3	0	i	0	-1

The list goes on; it opens with the 2 that closed the last part.
SMILES	SUMO1-SIM PPI	MT1-MMP act inh	SKN-1 block	Scp1 inh	NadD inh	LMPTP inh	STEP block	Rpn11 inh	DNMT1 block	NRP1-CendR mod
CC(=O)Oc1cccc(Nc2ncnc3ccccc23)c1	3	-1	-3	-6	-5	0.5	0	i	-3	-1
CC(C)c1onc(C(=O)Nc2cccc(O)c2)c1[N+](=O)[O-]	-10	1	15	1	-5	-0.3	0	i	0	-1
COc1ccc(N2CCN(CCCn3ccc(NC(=O)OCc4ccccc4)nc3=O)CC2)cc1	-5	-2	12	·	11	0.2	3	i	3	-2
Cc1ccc(N2C(=O)C(c3c(C)[nH]n(-c4ccccc4)c3=O)(C(F)(F)F)C3=C2CC(C)(C)CC3=O)cc1 (stereo not drawn)	16	3	-10	2	10	0.6	-2	i	-9	0
COc1ccc(OCC(=O)Nc2ccc3c(c2)CCC3)cc1	5	1	13	-10	-11	1.0	-1	i	2	-6
CN1C[C@H]2CON(C)[C@H]2C[C@H]1c1cccc(N2CCOCC2)c1	-1	2	3	4	-4	1.2	0	i	4	-13
CC1(c2ccc3c(c2)OCCCO3)NC(=O)N(CC(=O)NCCc2ccccc2)C1=O (stereo not drawn)	-3	1	0	-7	1	-1.5	-1	i	-1	11
Cc1ccc(N2C(=O)/C(=C/c3cccnc3)SC2=S)cc1	-10	-2	-10	3	-4	-1.5	0	i	-3	7
CC(Oc1ccccc1)C(=O)NC1C(=O)N2C1SC(C)(C)C2C(=O)O (stereo not drawn)	-2	4	-13	6	-2	-1.6	-3	i	2	0
CC1(C)Cc2c(sc3nc(SCC(=O)N4CCOCC4)nc(N)c23)CO1	6	22	-9	-2	2	-1.2	1	i	2	15
CC[C@H](C)[C@@H]1NC(=O)[C@H]([C@@H](C)CC)NC(=O)[C@@H](CC(C)C)NC(=O)[C@H](Cc2ccccc2)NC(=O)[C@H](Cc2ccccc2)NC(=O)[C@@H]2CCCN2C(=O)[C@@H]2CCCN2C(=O)[C@H](C(C)C)NC(=O)[C@H](CC(C)C)NC1=O	6	-1	-5	-5	-5	-3.0	-7	i	-18	-3
O=S(=O)(c1ccc2ccccc2c1)N1CCCOC1	-1	0	-5	-12	1	-1.5	-2	i	0	12
Cc1ccc(C)c(Cn2nnc3c(=O)[nH]c(C(=O)NCC4CCCO4)nc32)c1 (stereo not drawn)	-2	3	8	-4	8	-0.9	0	i	2	-4
CCOc1ccc(Nc2ncnc3c2cnn3Cc2ccccc2)cc1	8	3	1	-1	-2	0.0	12	i	-3	2
CCOc1ccc(CNc2ccc(S(N)(=O)=O)cc2)cc1	-2	12	0	35	-1	2.3	2	i	2	-1
CC(C)N(Cc1ccccc1)S(=O)(=O)c1ccc(-n2cccn2)cc1	4	-1	8	·	-2	1.8	0	i	33	8
COc1ccc(CCNC(=O)c2c(-c3ccccc3)noc2C)cc1OC	1	2	4	-4	0	-1.2	0	i	3	3
CN(C)CCNC(=O)c1ccc(CS(=O)(=O)c2c(Cl)cccc2Cl)o1	0	-1	-3	-12	-3	-2.2	-3	i	4	1
COc1cc(C(=O)N(Cc2ccco2)Cc2cc3ccccc3[nH]c2=O)cc(OC)c1OC	0	7	-6	-5	0	-0.9	0	i	-6	-21
O=C(Nc1cc2c(oc1=O)CCCC2=O)c1cccc(Cl)c1	-18	1	-23	-2	-7	-1.4	-7	i	-3	3
Cc1ccccc1OC/C(O)=C(\C#N)c1nc2ccccc2[nH]1	-1	5	-1	-4	4	-0.8	-2	i	7	10
Cn1nc(CC(=O)Nc2ccc3c(c2)OCCO3)c2ccccc2c1=O	-2	0	-9	-16	2	-1.5	-2	i	0	5

Some of these compounds in order of number of heavy atoms, descending.
SMILES	SUMO1-SIM PPI	MT1-MMP act inh	SKN-1 block	Scp1 inh	NadD inh	LMPTP inh	STEP block	Rpn11 inh	DNMT1 block	NRP1-CendR mod
COc1cc(C(=O)N(Cc2ccco2)Cc2cc3ccccc3[nH]c2=O)cc(OC)c1OC	0	7	-6	-5	0	-0.9	0	i	-6	-21
COc1ccc(CCNC(=O)c2c(-c3ccccc3)noc2C)cc1OC	1	2	4	-4	0	-1.2	0	i	3	3
CC(C)N(Cc1ccccc1)S(=O)(=O)c1ccc(-n2cccn2)cc1	4	-1	8	·	-2	1.8	0	i	33	8

(more compounds)
SMILES	SUMO1-SIM PPI	MT1-MMP act inh	SKN-1 block	Scp1 inh	NadD inh	LMPTP inh	STEP block	Rpn11 inh	DNMT1 block	NRP1-CendR mod
CCOC(=O)N1CCN(C(=O)C2CCCN(c3nc4ccc(OCC)cc4s3)C2)CC1 (stereo not drawn)	38	-1	-2	-5	1	1.2	1	i	-1	3
CC(C)N(C(=O)Nc1ccc2nccnc2c1)C(C)C	-2	0	9	-7	7	-0.7	4	i	-11	12
Cc1nn(CC(=O)Nc2ccc(Cl)cc2)c(=O)c2cc(-c3ccccc3)nn12	-1	·	-14	19	7	1.4	-3	i	13	-8
CCOC(=O)c1ccccc1NC(=O)CSc1nc(N)cc(=O)[nH]1	3	9	1	-2	1	1.3	1	i	3	1
c1ccc(CCCCc2ccncc2)cc1	-1	-2	21	-7	-1	0.2	-3	i	5	4
CCCCNC(=O)[C@H](CSCc1ccccc1)N1Cc2ccccc2C1=O	0	-4	2	-3	1	0.1	2	i	-4	-4
Cc1cnc2cc(Cl)c(Cl)cc2n1	-9	6	-9	-2	-1	-0.6	1	i	-4	3
CCCc1cc(C(=O)Nc2cccc3ccccc23)n(C)n1	-8	0	24	-6	3	-0.1	-1	i	1	0
CCc1cc2c(C)cc(C)cc2nc1SCC(=O)Nc1cc(C)on1	3	2	5	-2	6	1.3	16	i	8	3
O=S(CC(O)(c1ccccc1)c1ccccc1)CC(O)(c1ccccc1)c1ccccc1	1	-6	3	·	-9	-1.9	-1	i	-4	-3
CSCC[C@H](NS(=O)(=O)c1ccc(C)cc1)C(=O)N1CCC(C(=O)N[C@@H](Cc2ccccc2)C(=O)O)CC1	2	-2	9	12	1	-0.9	-4	i	7	15
COC(=O)C[C@H]1C[C@H]2c3cc(NC(=O)Nc4ccc(F)cc4)ccc3O[C@H]2[C@@H](CO)O1	12	4	-11	·	1	-0.5	1	i	-2	-1
S=c1[nH]nc(CSCCOc2ccc(Cl)cc2Cl)o1	11	0	8	-10	-2	-0.3	2	i	1	0
O=C(O)C1CCCN1S(=O)(=O)c1ccccc1 (stereo not drawn)	-2	5	-2	0	4	0.2	-1	i	3	2
C[C@H]1CN([C@@H](C)CO)C(=O)c2cc(NS(=O)(=O)c3ccc(F)cc3)ccc2O[C@H]1CN(C)S(=O)(=O)c1cn(C)cn1	-1	-3	12	6	-3	-0.2	3	i	3	10
CSc1nc(-c2ccccc2)cn1-c1ccc(NC(C)=O)cc1	3	-3	5	-10	-4	0.5	-3	i	-1	7
COCCC1CCCCN1C(=O)c1cc(COc2ccc(C)nc2)on1 (stereo not drawn)	-1	-4	12	-8	4	-1.5	-3	i	2	6
O=[N+]([O-])c1ccc(N2CCCCC2)cc1	-40	2	11	-2	-7	-0.2	0	i	4	8
Cc1cc(NC(=O)CSc2nc3c(c(-c4cccnc4)c2C#N)CCC3)no1	-33	7	-4	1	-5	4.1	5	i	5	-12
COc1ccc(NC(=S)NCCN2CCC(C)CC2)cc1Cl	-1	0	8	-4	-6	-1.0	90*	i	-43	8
Cc1ccc(F)c(S(=O)(=O)NC(=O)C2(C)CCN2C(=O)c2ccccc2)c1 (stereo not drawn)	1	2	8	·	3	-1.8	-3	i	5	-14
COc1ccc2c(c1)c1ncn(CCc3ccccc3)c(=O)c1n2C	-1	3	4	2	1	0.6	1	i	-3	-4
OC(COCCOc1ccc(Br)cc1)CN1CCN(Cc2ccccc2)CC1 (stereo not drawn)	-3	-3	7	-10	-8	-0.2	1	i	0	8
Cc1oc2cc3oc(=O)c(CC(=O)NCCCC(=O)O)c(C)c3cc2c1C	2	4	7	-4	0	-0.1	-2	i	-2	-4
COc1cc2c(cc1OC)CN(C(=O)c1ccc(OC)c([N+](=O)[O-])c1)CC2	-14	2	-10	-17	0	-0.9	2	i	8	1
COc1ccccc1CN1CC(C(=O)NCc2ncccc2C)CCC1=O (stereo not drawn)	1	2	-3	4	-7	-2.5	-3	i	2	13
CN(C)S(=O)(=O)c1ccc(NC(=O)COC(=O)c2n[nH]c3ccccc23)cc1	4	1	7	3	-4	2.4	-1	i	-4	-9
CC1C(=O)N2CCCc3cc(NC(=O)C(=O)NCc4cccnc4)cc1c32 (stereo not drawn)	-1	7	-7	-2	6	0.8	-2	i	0	-11
O=C(CC12CC3CC(CC(C3)C1)C2)Nc1ccccc1N1CCOCC1	10	0	-6	15	-4	0.5	1	i	2	0
Cc1cc(-c2ccccc2)c2c3c(c(-c4ccccc4)n2n1)c(=O)n(C)c(=O)n3C	-13	-201	5	-5	3	0.3	-8	i	8	126
Cc1c2cnn(CC(=O)NCCN3CCOCC3)c(=O)c2c(C)n1Cc1ccc(F)cc1	-2	0	4	-12	-1	-1.2	1	i	-1	-2
c1cnc(-c2noc(CN3CCN(C4C5CC6CC(C5)CC4C6)CC3)n2)cn1 (stereo not drawn)	8	2	1	-6	-2	-2.6	-2	i	3	8
